Source: PubChem
PrPC TRFRET: inhibitors of human cell surface prion protein PrPC, primary screen, cell-based, TR-FRET | inhibition, % at 13.8 µM | TR-FRET read-out | Major prion protein (Homo sapiens), P04156 | AID 720596, 2013 | 370,000 compounds, 0.43% hits; in the data active = inhibition above about 24%; note: 0% = median of the test wells and 100% = reference compound wells
Rv3671c protease: Rv3671c serine protease inhibitors, primary screen, biochemical, fluorescence polarization, M. tuberculosis H37Rv; AID 2606, 2010; P9WHR9; inhibition, % at 5.96 µM; 320,000 compounds, 0.048% hits; in the data active = inhibition above about 38%;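 note: extracellular domain of Rv3671c used as enzyme; 0% = enzyme with DMSO and 100% = no enzyme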
Target sequence (P9WHR9 whole entry, looked up, the tested form may be a part): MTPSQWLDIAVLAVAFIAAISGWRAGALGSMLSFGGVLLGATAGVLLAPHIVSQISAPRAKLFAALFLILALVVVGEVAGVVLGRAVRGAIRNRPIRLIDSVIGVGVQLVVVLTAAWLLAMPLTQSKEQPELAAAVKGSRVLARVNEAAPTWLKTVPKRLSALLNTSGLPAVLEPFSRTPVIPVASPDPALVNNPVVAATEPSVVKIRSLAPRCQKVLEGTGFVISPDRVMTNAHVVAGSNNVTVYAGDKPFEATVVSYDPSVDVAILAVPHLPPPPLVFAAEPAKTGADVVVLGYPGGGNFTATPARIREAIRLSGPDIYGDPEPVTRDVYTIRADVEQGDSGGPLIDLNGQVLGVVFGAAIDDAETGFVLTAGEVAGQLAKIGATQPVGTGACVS
UGM FP inh: M. tuberculosis UGM enzyme inhibitors, primary screen, biochemical, fluorescence polarization, single point; purified UGM, fluorescence polarization probe displacement; inhibition, % at 10 µM; 320,000 compounds, 0.06% hits; in the data active = inhibition above about 10%, passing the limit was not always enough; inconclusive = no clear call, values can overlap the other calls
Target sequence (P9WIQ1 whole entry, looked up): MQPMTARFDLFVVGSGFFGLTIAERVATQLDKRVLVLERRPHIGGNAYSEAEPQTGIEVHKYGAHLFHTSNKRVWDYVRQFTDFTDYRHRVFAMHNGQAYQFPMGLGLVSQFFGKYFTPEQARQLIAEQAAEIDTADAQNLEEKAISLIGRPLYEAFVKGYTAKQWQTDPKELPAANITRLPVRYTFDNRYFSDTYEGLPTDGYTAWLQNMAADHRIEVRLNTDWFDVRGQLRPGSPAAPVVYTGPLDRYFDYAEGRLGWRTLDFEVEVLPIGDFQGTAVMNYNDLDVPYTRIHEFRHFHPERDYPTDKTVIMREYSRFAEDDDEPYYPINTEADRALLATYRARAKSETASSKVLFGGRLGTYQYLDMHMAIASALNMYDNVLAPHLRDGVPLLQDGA
BioA inh: M. tuberculosis BioA enzyme inhibitors, primary screen, biochemical, plate reader, single point, HTS. 360,000 compounds, 0.096% hits. AID 602481, 2012. purified M. tuberculosis BioA enzyme. inhibition, % at 9.99 µM; in the data active = inhibition above about 40%; inconclusive = no clear call, values can overlap the other calls
GDH-TPI counter: GDH-TPI coupling enzyme inhibitors, primary screen, artefact control for M. tuberculosis FBA inhibitor project, biochemical, absorbance, full deck | GDH-TPI coupled enzyme counterscreen, NADH absorbance | inhibition, % at 4.8 µM | 360,000 compounds, 1.2% hits | AID 588335, 2011; in the data active = inhibition above about 30%;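 note: 0% = DMSO wells and 100% = wells lacking the enzyme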
BoNT-F LC inh: BoNT/F light chain protease inhibitors, primary screen, biochemical, flow cytometry, MLPCN library. Multiplex microsphere protease cleavage assay. inhibition, % at 10 µM. Botulinum neurotoxin type F light chain protease (Clostridium botulinum). 360,000 compounds, 0.22% hits; in the data active = inhibition above about 35%, passing the limit was not always enough; inconclusive = no clear call, values can overlap the other calls; note: plate controls were buffer without enzyme for full effect and enzyme alone for no effect
FBA Mtb inh: Mtb FBA enzyme inhibitors, primary screen, biochemical, fluorescence, strain H37Rv | inhibition, % at 1 µM | purified M. tuberculosis FBA, fluorescence read-out | Fructose-bisphosphate aldolase (Mycobacterium tuberculosis (strain ATCC 25618 / H37Rv)), … | 360,000 compounds, 2.3% hits | AID 588726, 2011; in the data active = inhibition above about 27%;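 note: 0% = vehicle and 100% = reference inhibitor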
FadD28 FP inh: inhibitors of FadD28 bisubstrate probe binding, primary screen, biochemical, fluorescence polarization, single point; Mycobacterium tuberculosis FadD28 fatty-acid-AMP ligase; 360,000 compounds, 0.22% hits; inhibition, % at 12.5 µM; in the data active = inhibition above about 8.5%, passing the limit was not always enough; inconclusive = no clear call, values can overlap the other calls
MazEF act: activators of E. coli MazEF toxin-antitoxin RNase, primary screen, biochemical, fluorescence, uHTS. FAM/BHQ RNA-DNA oligo cleavage fluorescence, 5 h. activation, % at 20 µM. 350,000 compounds, 0.32% hits. AID 504720, 2011; in the data active = activation above about 50%
Target sequence (P0AE70 whole entry, looked up): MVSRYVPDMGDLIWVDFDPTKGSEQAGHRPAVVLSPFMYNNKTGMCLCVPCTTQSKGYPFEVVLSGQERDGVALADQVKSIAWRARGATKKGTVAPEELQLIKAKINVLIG
* = called active by the depositor; ? = inconclusive; nt = not tested or not shown.

SMILES	PrPC TRFRET	Rv3671c protease	UGM FP inh	BioA inh	GDH-TPI counter	BoNT-F LC inh	FBA Mtb inh	FadD28 FP inh	MazEF act
CCSc1ccc([C@@H]2[C@@H]3C(=O)N(CC)C(=O)[C@@H]3[C@]3(C(=O)OC)CCCCN23)cc1OC	-5	4	-2.4	0.1	9	-6	8	-1.3	-5
CN(Cc1ccccc1)C(=O)[C@H]1CCC(=O)N1Cc1ccco1	1	nt	nt	-6.7	-5	-28	5	-3.7	-1
O=C(NNc1ncc(C(F)(F)F)cc1Cl)c1c(Cl)cccc1Cl	13	-4	-0.7	1.0	7	-2	0	-2.3	5
COc1ccc2c(c1)CC/C(=C\Nc1ccc3c(c1)OCO3)C2=O	-1	-12	1.4	2.8	8	-12	-11	0.8	-2
Cc1cc(OCC(=O)NCc2ccccn2)cc(C)c1Br	nt	-3	-1.2	0.9	11	-7	-2	-1.1	-2
COc1ccc(-n2c(-c3ccc(Cl)cc3)c[n+]3c2CCc2ccccc2-3)cc1	8	-3	0.6	nt	-2	-2	2	-4.1	17
O=C(CSc1ccccc1)Nc1ccncc1	4	-2	0.0	0.9	3	13	-2	1.4	3
Cc1ccc(NC(=O)c2ccc(OC(F)F)cc2)cc1S(=O)(=O)N(C)C	5	-9	0.0	-1.5	2	-4	1	-4.7	-5
Cc1noc(C)c1CCC(=O)N1CCCC(CCC(=O)NCc2ccc(F)c(F)c2)C1 (stereo unspecified)	0	4	-0.1	nt	-5	-3	-1	-3.0	1
CC(=O)Nc1ccccc1C(=O)C(=O)Nc1cccc(F)c1	-1	8	0.5	-2.5	12	23	2	-0.7	5
CCN(CC)C(=O)Cn1cc(S(=O)(=O)CC(=O)Nc2cc(C)on2)c2ccccc21	-1	-1	1.1	-2.0	7	6	0	-2.4	4
COc1ccc(N2CCN(C(=O)c3ccccc3NC(=O)C3=C(C)OCCS3)CC2)cc1	4	-5	3.2	-1.3	-4	2	-3	1.0	7
C#CCOCCOCCOCCNc1nc(N2CCN(C(=O)CCCCCCCCCCNC(=O)Cn3cc(CCCCCN)nn3)CC2)nc(N2CCN(C(=O)CCCCCCCCCCNC(=O)[C@@H](CCC(=O)O)n3cc(CCCCCN)nn3)CC2)n1	nt	-1	0.8	-0.4	5	-29	-4	-2.3	2
CCc1ccc(OCCNc2cc(N3CCNC(C)C3)ccc2[N+](=O)[O-])cc1 (stereo unspecified)	-24	5	-0.4	-1.6	15	-27	-2	-15	-12
CN(C(=O)C1CCCN1S(=O)(=O)c1ccc(Cl)cc1)c1ccccc1 (stereo unspecified)	6	-6	-0.5	4.6	-5	6	0	nt	1
Cc1cc(C)c(NC(=O)c2oc3ccccc3c2COc2ccccc2)c(C)c1	11	-22	4.7	nt	14	-5	1	-2.4	8
Fc1ccc(/C=N/Nc2ncnc3nc[nH]c23)cc1F	-12	-3	-1.1	1.0	42*	-10	-1	-2.7	5
CCN(CC(=O)Nc1ccc(NC(C)=O)cc1)C(=O)c1ccc2ccccc2c1	-10	-2	0.2	0.2	-3	-15	3	-2.0	-9
COC(=O)c1sc(NC(=O)COc2ccccc2C)nc1C	6	5	3.2	nt	3	0	2	-0.3	1
Oc1cccnc1Sc1cccc(C(F)(F)F)c1	-1	-4	-0.3	-0.6	5	nt	1	-3.4	10
O=C(NCc1cccs1)C1CCCN(S(=O)(=O)c2cccc3cccnc23)C1 (stereo unspecified)	2	6	-0.1	4.3	-3	5	3	-1.7	5
Cc1ccc(-c2noc(CSc3nnc(-c4ccncc4)n3-c3ccc(F)cc3)n2)cc1	1	-2	0.6	nt	-12	-4	-3	-3.1	-7
Cc1ccc(N(CC(=O)NC2CCCCC2)S(=O)(=O)c2cccs2)cc1	-4	-7	-2.0	0.2	-2	-3	1	-3.8	8
Cn1c(C(=O)NC2CC2)cc(=O)n(C)c1=O	-5	-3	2.6	nt	-3	1	3	-0.6	-15

Single values from above.
`Oc1cccnc1Sc1cccc(C(F)(F)F)c1` @ UGM FP inh = -0.3
`Cc1ccc(N(CC(=O)NC2CCCCC2)S(=O)(=O)c2cccs2)cc1` @ BoNT-F LC inh = -3
`Cc1ccc(NC(=O)c2ccc(OC(F)F)cc2)cc1S(=O)(=O)N(C)C` @ FBA Mtb inh = 1

(continued)
SMILES	PrPC TRFRET	Rv3671c protease	UGM FP inh	BioA inh	GDH-TPI counter	BoNT-F LC inh	FBA Mtb inh	FadD28 FP inh	MazEF act
O=C(Cc1ccccc1[N+](=O)[O-])NCCSCc1c(F)cccc1Cl	-7	-9	1.1	0.2	3	6	-2	-0.7	0
CC(C)(C)CC(C)(C)NC1=CC(=O)OC12CCCCC2	5	0	-0.6	0.0	2	-8	1	-2.2	4
O=[N+]([O-])c1cc(C(F)(F)F)ccc1NCCCCNS(=O)(=O)c1ccc(Cl)cc1	7	-28	-0.9	-2.4	0	2	-3	-1.3	-8
Cc1ccc(CSCc2nnc(SCC(=O)N3CCN(c4ccccc4)CC3)n2C)cc1	7	5	3.0	0.1	8	-1	0	-1.8	4
Cc1nn(CCC(=O)NNC(=S)Nc2ccc([N+](=O)[O-])cc2)c(C)c1[N+](=O)[O-]	-4	4	-0.3	nt	8	1	-3	1.8	7
Cc1ccccc1CNC(=O)C1CCC(=O)N(CC2CCCCC2)C1 (stereo unspecified)	0	-6	-0.7	-0.1	0	-4	2	-0.4	-4
Cc1ccc(C)c(-c2nn(-c3cc(N4CCN(CCO)CC4)ccc3[N+](=O)[O-])c(=O)c3ccccc23)c1	-23	9	-1.0	0.4	12	-30	-6	-3.8	26
CCOC(=O)N1CCN(C(=O)c2nn(-c3ccc(C)cc3)c(=O)c3c2c2ccccc2n3C)CC1	0	-1	1.8	-0.6	-2	-1	1	0.1	-16
Cc1ccc(Nc2nc(N/N=C/c3c[nH]c4ccccc34)nc(N3CCOCC3)n2)cc1	0	3	-1.6	nt	17	-10	-2	0.3	8
O=C(CCCOc1ccc(Cl)cc1Cl)Nc1nnc(C2CC2)s1	-4	-3	-5.4	-0.1	4	3	-2	-3.2	-7
O=C(OCC#CCSc1nnc(-c2cccc3ccccc23)o1)c1ccc2ccccc2c1	1	-11	-2.6	-2.2	22	-10	2	-3.7	-7
CCOc1ccc(Br)cc1S(=O)(=O)NCc1ccncc1	9	0	0.7	nt	-3	-14	0	-1.7	17
COC(=O)C(C)Sc1nc2c(cnn2-c2ccc(F)cc2)c(=O)[nH]1 (stereo unspecified)	2	-12	-4.8	-0.1	-8	-4	-1	-2.9	2
CCCCNC(=O)Nc1nnc(SCC(=O)OCC)s1	-2	-3	-0.1	nt	-2	-13	-3	0.9	6
O=C(Nc1ccc(Cl)c(Cl)c1)c1ccccc1NC(=O)C1CC=CCC1C(=O)O (stereo unspecified)	11	nt	0.3	2.0	4	3	4	-0.7	0
COc1cc(C(=O)N2CCN(C(=O)c3cc(-c4ccccc4)n[nH]3)CC2)cc(OC)c1OC	-9	-3	0.6	1.9	-2	2	1	-3.5	6
CCCS(=O)(=O)N1CCCC(C(=O)NCc2ccco2)C1 (stereo unspecified)	5	2	3.3	0.3	-14	1	0	-2.4	0
COC(=O)c1cc(C(=O)N2CCN(c3cccc(C)c3C)CC2)cc([N+](=O)[O-])c1	-12	6	1.8	nt	2	-4	2	-1.6	-2
Cc1ccc(S(=O)(=O)N(C)CC(=O)N2CCCCCC2)cc1	3	4	2.6	-0.9	11	?	-4	0.1	1
CCOC(=O)Cn1nc(C)n(-c2c(C)cccc2C)c1=O	7	7	1.5	-0.8	-8	-2	-1	-3.0	0
Cc1ccccc1C(=O)Nc1cc(S(=O)(=O)N2CCOCC2)ccc1N1CCN(C)CC1	-10	-6	-1.5	-0.2	5	-16	1	-1.2	-1
COc1cc(Cc2nccc3cc(OC)c(OC)cc23)c(S(=O)(=O)O)cc1OC	4	-1	-1.7	nt	6	-25	3	-2.3	8
CC1CC(C)CN(CCCNC(=O)C2CCCN(c3ncnc4c3nc3n4CCCCC3)C2)C1 (stereo unspecified)	-7	7	-2.0	-0.8	-7	-6	1	-0.8	12
O=C(c1cccc(N2C(=O)C3C4C=CC(C4)C3C2=O)c1)N1CCN(c2ccccc2F)CC1 (stereo unspecified)	-4	-1	-0.2	0.3	1	0	2	-3.0	5

Reformatted in CSV form: part of the list above
structure,PrPC TRFRET,Rv3671c protease,UGM FP inh,BioA inh,GDH-TPI counter,BoNT-F LC inh,FBA Mtb inh,FadD28 FP inh,MazEF act
COC(=O)c1cc(C(=O)N2CCN(c3cccc(C)c3C)CC2)cc([N+](=O)[O-])c1,-12,6,1.8,nt,2,-4,2,-1.6,-2
Cc1ccc(S(=O)(=O)N(C)CC(=O)N2CCCCCC2)cc1,3,4,2.6,-0.9,11,?,-4,0.1,1
CCCCNC(=O)Nc1nnc(SCC(=O)OCC)s1,-2,-3,-0.1,nt,-2,-13,-3,0.9,6
O=C(Nc1ccc(Cl)c(Cl)c1)c1ccccc1NC(=O)C1CC=CCC1C(=O)O (stereo unspecified),11,nt,0.3,2.0,4,3,4,-0.7,0
CCCS(=O)(=O)N1CCCC(C(=O)NCc2ccco2)C1 (stereo unspecified),5,2,3.3,0.3,-14,1,0,-2.4,0

Carrying on.
SMILES	PrPC TRFRET	Rv3671c protease	UGM FP inh	BioA inh	GDH-TPI counter	BoNT-F LC inh	FBA Mtb inh	FadD28 FP inh	MazEF act
CN(C)c1oc(COc2ccccc2F)nc1C#N	-1	4	-1.0	-2.8	0	-63	-2	-3.5	6
COc1ccccc1S(=O)(=O)Nc1ccc2nc(C)sc2c1	-2	-2	-0.1	0.1	8	-3	2	0.7	4
CC1=CC2=NC(=O)/C(=C\c3cccn3CCOc3ccccc3C)C(=N)N2O1	2	-21	-3.0	-2.1	10	-4	0	-1.1	-15
CN(C)CCCN(C(=O)c1ccc(S(=O)(=O)N2CCCC2)cc1)c1nc2c(F)cc(F)cc2s1	-6	15	-3.0	-0.4	6	7	1	0.1	-3
S=C(Nc1cccc(Cl)c1)N1CCN(c2ccccn2)CC1	16	3	1.2	-0.9	-3	-25	-1	-1.8	18
O=C(c1ccco1)N1CCN(C(=O)C2CC(c3ccccc3F)=NO2)CC1 (stereo unspecified)	5	0	-1.3	2.3	3	4	1	-4.9	9
O=C(CCc1ccc(S(=O)(=O)N2CCOCC2)cc1)Nc1nccs1	7	8	0.5	nt	-11	0	-2	-4.7	4
O=C1NC(c2ccccc2)=C(c2ccccc2)C1=O	4	-6	-1.0	nt	8	-5	-2	3.3	5
CCOC(=O)c1[nH]c2ccc(OC)cc2c1NC(=O)CN1CCc2ccccc2C1	5	1	-1.1	1.9	2	-1	26	0.6	-6
Cc1ccc(/C=C/S(=O)(=O)NCC(=O)OCC(=O)Nc2ccc(C(N)=O)cc2)cc1	-1	3	2.2	nt	2	-5	0	-1.7	-34
COc1ccc(CCNc2ccc(C(CC(N)=O)NC(=O)Cc3cccc4ccccc34)cc2[N+](=O)[O-])cc1 (stereo unspecified)	-5	-17	0.5	2.5	12	-2	-5	1.0	27
COc1cccc(CN2CCNC(=O)C2CC(=O)NCC2CCOCC2)c1 (stereo unspecified)	-6	-2	-0.4	0.3	2	-3	-7	-4.0	2
Cc1ccc(CSc2nnc(-c3cccc(S(=O)(=O)N4CCOCC4)c3)n2CC(C)C)cc1	6	9	1.1	nt	7	0	-1	-0.3	2
CCc1ccc(NC(=O)c2ccnc(C(C)(C)C)c2)cc1	3	4	0.7	-0.5	-1	-2	1	0.1	2
Cc1ccccc1CS(=O)(=O)c1snnc1C	4	-6	-1.6	nt	-1	-2	1	-0.2	12
COc1cc(NC(=O)c2ccc3c(=O)n(Cc4ccco4)c(=S)[nH]c3c2)cc(OC)c1OC	3	-13	-1.7	-1.2	10	-5	-2	-3.2	-9
COc1ccc(Cl)cc1C(=O)NNC(=O)c1cc2ccccc2o1	-4	2	-2.3	7.9	11	6	-1	-2.8	9
